ARFGAP1 inh: inhibitors of rat ARFGAP1. inhibition, % at 16.5 µM. 360,000 tested, 0.26% active. Q62848. Arfgap1-stimulated ARF1 GTP hydrolysis, GDP FP detection;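 active = inhibition above a per-plate limit, mean inhibition of low control wells plus 3 SD, cut at about 25% in these data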;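 also: 0% = DMSO wells with enzyme and 100% = wells lacking Arfgap1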
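Material – truncated rat Arfgap1 GAP domain · Buffer or medium – HEPES-based buffer, pH 7.5 · Reagent – human ARF1(Δ1-17)-GTP substrate · Dosing – 16.5 µM single point, 1.26% DMSO · Schedule – GTP hydrolysis reaction 2 h at 25 °C · Technique – GDP detection by fluorescence polarization · Benchmarks – No-Arfgap1 wells (100%) versus DMSO full-reaction wells (0%) · Repeats – single replicate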
GC-A act: GC-A (human) enzyme activation | P16066 | HEK293 GC-A cells, cGMP TR-FRET, EC30 ANP; 0% at EC30 ANP, 100% saturating ANP | activation, % at 10 µM | 370,000 tested, 0.14% active | AID 1671463; in the data active = activation above about 40%
mABHD4 FP: inhibits mouse alpha/beta hydrolase domain 4; inhibition, % at 8.92 µM; purified mABHD4, FP-Rh probe fluorescence polarization; Q8VD66; 370,000 tested, 0.54% active;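 active = inhibition exceeding the mean over every tested compound plus 3 SD, cut at about 30% in these data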;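 also: 0% = plate median of compound wells and 100% = S159A mutant with DMSO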
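System: mouse ABHD4 enzyme, wild type / Medium: HEPES pH 7.0, NaCl, Pluronic buffer / Reagent: FP-Rh activity-based fluorescent probe / Control set: S159A mutant high control, sample median low control / Detection: fluorescence polarization with parallel and perpendicular emission, 525/598 nm / Schedule: 45 min + 60 min at 25 °C / Compound dosing: 8.92 µM, single dose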
ASAP1 GAP inh: inhibitors of human ASAP1 ArfGAP activity; Q9ULH1; ASAP1-stimulated ARF1 GTP hydrolysis, GDP FP detection; inhibition, % at 16.5 µM; 360,000 tested, 0.19% active; AID 624377; in the data active = inhibition above about 25%;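 also: 0% = vehicle with enzyme and substrate and 100% = no enzyme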
Target sequence (Q9ULH1 325-724 limits assumed): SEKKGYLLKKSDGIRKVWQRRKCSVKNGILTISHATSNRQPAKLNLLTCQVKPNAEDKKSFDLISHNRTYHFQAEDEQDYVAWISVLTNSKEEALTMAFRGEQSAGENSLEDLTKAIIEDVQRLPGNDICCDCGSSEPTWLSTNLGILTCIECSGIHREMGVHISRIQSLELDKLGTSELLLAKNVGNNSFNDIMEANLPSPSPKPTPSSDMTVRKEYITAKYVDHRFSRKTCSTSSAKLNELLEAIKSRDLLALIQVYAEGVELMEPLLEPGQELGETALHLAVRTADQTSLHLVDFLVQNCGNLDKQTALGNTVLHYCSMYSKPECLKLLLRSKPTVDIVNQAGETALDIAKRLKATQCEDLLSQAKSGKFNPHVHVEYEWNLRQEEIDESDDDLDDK
rCAG binder: binds r(CAG) RNA repeats; r(CAG) RNA repeat, TO-PRO-1 dye displacement fluorescence; inhibition, % at 3 µM; 370,000 tested, 1.3% active; AID 651821;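 active = inhibition above the plate cutoff, the mean of all test compounds on that plate plus 3 SD, cut at about 35% in these data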;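 also: 0% = DMSO alone and 100% = 100 µM mitoxantrone as full dye displacement; higher means more dye released from RNA so lower well fluorescence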
GC-B act: GC-B (human) receptor activation; HEK293-GC-B cells, CNP EC30, cGMP TR-FRET; 0% at EC30 CNP, 100% saturating CNP; AID 1920062; activation, % at 10 µM; 370,000 tested, 0.11% active; P20594;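 active = activation at 10 µM reaching about 35% in either raw or pattern-adjusted values, limit read from the data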
PG9 Ab binder: PG9 antibody binding by small molecule; 360,000 tested, 0.43% active; TR-FRET gp120-PG9 antibody binding; inhibition, % at 6.7 µM; AID 624416; in the data active = inhibition above about 8.5%
HTRA1 inhibitor: blocks human HTRA1 serine peptidase | recombinant HTRA1, FP-rhodamine activity-based probe, fluorescence polarization | inhibition, % at 5.96 µM | 340,000 tested, 0.5% active; in the data active = inhibition above about 36%;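 also: 0% = enzyme with DMSO and 100% = wells lacking enzyme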
NR1D1 modulator: modulates human Rev-erb alpha binding to DNA. Rev-erbα–FITC-DNA binding, fluorescence polarization, 90 min. activity, % at 10 µM. 370,000 tested, 0.79% active. AID 1259318;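 active = activity above about 14%, limit read from the data; passing the limit was not always enough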;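 also: 0% = DMSO wells with 35 nM protein and 100% = DMSO wells with 750 nM protein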
Target sequence (P20393 whole entry, looked up): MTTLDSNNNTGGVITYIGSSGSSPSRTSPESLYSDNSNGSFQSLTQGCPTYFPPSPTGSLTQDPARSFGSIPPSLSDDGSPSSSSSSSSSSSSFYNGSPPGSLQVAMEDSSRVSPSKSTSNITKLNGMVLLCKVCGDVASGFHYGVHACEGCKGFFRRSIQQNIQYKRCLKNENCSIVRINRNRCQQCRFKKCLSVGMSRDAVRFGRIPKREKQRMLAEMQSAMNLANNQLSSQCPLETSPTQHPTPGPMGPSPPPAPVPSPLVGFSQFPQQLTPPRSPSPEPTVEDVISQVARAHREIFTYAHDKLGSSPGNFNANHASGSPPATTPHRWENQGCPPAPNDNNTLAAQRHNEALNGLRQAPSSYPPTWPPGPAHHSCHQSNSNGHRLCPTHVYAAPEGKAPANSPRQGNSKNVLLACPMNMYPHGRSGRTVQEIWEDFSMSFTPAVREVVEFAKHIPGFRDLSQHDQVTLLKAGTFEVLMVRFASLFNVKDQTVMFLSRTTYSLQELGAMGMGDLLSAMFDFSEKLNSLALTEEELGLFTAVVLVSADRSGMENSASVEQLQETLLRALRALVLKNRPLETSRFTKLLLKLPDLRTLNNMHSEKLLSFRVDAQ
SMARCA2 activ: increases SMARCA2 function in MMTV reporter cells | AID 652017 | 370,000 tested, 1% active | MG213 cells, MMTV-luciferase reporter, dexamethasone, overnight | activation, % at 9.1 µM; in the data active = activation above about 7.8%;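 also: 0% = vehicle wells and 100% = reference activator wells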
* hit, by the source's call; · = not tested or not shown.

SMILES | ARFGAP1 inh | GC-A act | mABHD4 FP | ASAP1 GAP inh | rCAG binder | GC-B act | PG9 Ab binder | HTRA1 inhibitor | NR1D1 modulator | SMARCA2 activ
CCn1ncc(CN2CCCC(C(=O)Nc3cccc(-c4cc5ccccc5[nH]4)c3)C2)c1C (centres undefined) | 20 | -12 | 18 | -8 | 8 | -3 | -0.6 | -1 | 2 | -5
CC(C)CN1C(=O)C(=O)N(CC(=O)N2CCN(c3ccccc3)CC2)C1=O | -1 | 2 | -3 | 2 | -3 | 3 | 0.9 | 1 | -1 | -2
COc1ccc(NC(=O)N(C)C[C@H]2Oc3ccc(NC(=O)CCC(F)(F)F)cc3C(=O)N([C@H](C)CO)C[C@@H]2C)cc1 | 11 | 0 | 5 | 2 | -8 | 3 | -0.2 | 1 | -2 | 0
Cc1ccc(-c2nc(CSCC(=O)NC3CCN(Cc4ccccc4)CC3)c(C)o2)cc1 | -9 | -2 | -7 | -6 | -9 | -9 | 0.8 | 1 | 3 | -4
Cc1cc(C(=O)COC(=O)c2ccc(O)cc2O)c(C)n1-c1ccccc1 | 8 | 2 | -3 | -3 | 12 | 2 | -1.2 | -39 | 8 | -3
CCCCn1c(N)c(N(C)C(=O)c2cc3c(s2)CCCCC3)c(=O)[nH]c1=O | -5 | 1 | 3 | 3 | 2 | -2 | -1.2 | 0 | 8 | 8.5*
COc1ccc(C2Nc3ccccc3C(=O)N2Cc2cccs2)cc1COc1c(C)cccc1C (centres undefined) | · | -3 | -16 | · | · | -9 | · | · | 0 | ·
N#CCCN(C1CCCCC1)S(=O)(=O)CCOc1ccccc1 | 7 | 3 | 1 | 2 | -1 | 1 | 1.8 | -2 | 1 | 1
COc1cc(C(=O)OC(C)C(=O)NCC2CCCCC2)cc(NC(=O)c2ccco2)c1OC (centres undefined) | -15 | -3 | -10 | -14 | 3 | -2 | -1.2 | 0 | -6 | -1
Cc1cc(=O)[nH]c(SCC(=O)NC2CCCCCC2)n1 | -1 | 7 | 2 | 9 | -1 | 3 | 1.3 | 2 | 6 | 0
Clc1ccc2nc3c4ccccc4cnn3c2c1 | -8 | 4 | -6 | -3 | 0 | -6 | -2.0 | -6 | 0 | 5
COc1ccc(CN(C)C(=O)COc2cccc(-n3cnnn3)c2)cc1OC | -4 | 12 | -1 | 4 | -1 | 12 | -0.8 | 8 | 10 | -2
Cc1ccc(C(=O)NCC(=O)OCC(=O)N2CC(C)OC(C)C2)cc1 (centres undefined) | 16 | 1 | 1 | -1 | -1 | 0 | 1.3 | 1 | 5 | -1
O=C(CCCSc1nc2ccccc2s1)NC1=NCCS1 | 0 | 1 | 7 | 6 | -2 | 0 | -1.5 | -11 | -1 | -4
Cc1ccc(NC(=O)c2cc(S(=O)(=O)N(C)C)ccc2N2CCCC2)cc1F | 4 | 5 | -1 | 2 | 7 | 10 | -3.9 | -20 | 2 | 0
Cc1cccc(NC(=O)/C(=C/c2cccc([N+](=O)[O-])c2)NC(=O)c2cccs2)c1 | 11 | -6 | 4 | -3 | 8 | -2 | -1.6 | 3 | 0 | 0
Cn1c(SCCC#N)nnc1-c1ccccc1F | -7 | 1 | -2 | 3 | -2 | -5 | 0.4 | 9 | 2 | 3
COc1ccc(C2=C(C=O)Cc3ccccc3O2)cc1 | 12 | -2 | -2 | 3 | -2 | -1 | -0.8 | -20 | 1 | 4
COc1ccc(C(=O)n2cc(C(C)=O)c3ccccc32)cc1 | 13 | -4 | -2 | 8 | 0 | 0 | -2.7 | 24 | 1 | -2
COc1cc2c(cc1OC)[C@H](C)N(C(=O)COc1ccccc1)CC2 | -6 | -4 | 0 | -2 | -3 | -2 | -1.3 | 4 | -6 | -1
Nc1cccc2c1C(=O)N(C(=O)/C=C/c1cccc(Br)c1)C2=O | -1 | 6 | -8 | -1 | 12 | -7 | 0.4 | -15 | 3 | 2
Cc1sc(NC(=O)c2ccco2)c(CN2CCN(c3ccc(F)cc3)CC2)c1C | -1 | 0 | -3 | -5 | -1 | -2 | 0.0 | 4 | 3 | -3
CCc1ccc(C(=O)COC(=O)c2cnccn2)cc1 | 1 | 0 | -2 | -6 | 0 | 0 | -0.5 | -4 | 4 | 1
O=C(O)C1C2C=CC(C2)C1C(=O)NCc1cccnc1 (centres undefined) | 5 | -1 | 2 | -9 | 7 | 6 | -0.5 | 5 | 3 | 4
O=C(NCCc1ccccc1)c1cc2sccc2n1Cc1ccccc1 | 6 | -19 | -31 | -1 | 5 | -26 | -0.8 | -15 | -1 | -5
O=C(Nc1ccccc1-c1ccccc1)C1CCC1 | 14 | 3 | -5 | 4 | -2 | -1 | -2.2 | -1 | 10 | -1
Nc1nnc(SCC(=O)Nc2cccnc2Cl)s1 | 14 | 1 | -2 | 3 | 0 | -1 | -0.3 | -1 | -4 | -1
Cn1c(=O)c2c(nc(SCC(=O)N3CCCCCC3)n2C)n(C)c1=O | 1 | 4 | 6 | 3 | 1 | 3 | -5.2 | 1 | -2 | 1
Cc1c(C(=O)NC2CCCc3ccccc32)cccc1[N+](=O)[O-] (centres undefined) | 0 | 2 | 3 | -8 | 0 | 6 | -1.2 | -13 | 0 | -3
CCCN1C(=O)C(NS(=O)(=O)c2ccc(N)cc2)(C(F)(F)F)C(C(=O)OC)=C1C (centres undefined) | 2 | 4 | -3 | 18 | 2 | -3 | 0.4 | 3 | 5 | -1

Looked up by structure from above (seven):
SMILES | ARFGAP1 inh | GC-A act | mABHD4 FP | ASAP1 GAP inh | rCAG binder | GC-B act | PG9 Ab binder | HTRA1 inhibitor | NR1D1 modulator | SMARCA2 activ
COc1ccc(CN(C)C(=O)COc2cccc(-n3cnnn3)c2)cc1OC | -4 | 12 | -1 | 4 | -1 | 12 | -0.8 | 8 | 10 | -2
Cc1ccc(NC(=O)c2cc(S(=O)(=O)N(C)C)ccc2N2CCCC2)cc1F | 4 | 5 | -1 | 2 | 7 | 10 | -3.9 | -20 | 2 | 0
CC(C)CN1C(=O)C(=O)N(CC(=O)N2CCN(c3ccccc3)CC2)C1=O | -1 | 2 | -3 | 2 | -3 | 3 | 0.9 | 1 | -1 | -2
Cc1ccc(C(=O)NCC(=O)OCC(=O)N2CC(C)OC(C)C2)cc1 (centres undefined) | 16 | 1 | 1 | -1 | -1 | 0 | 1.3 | 1 | 5 | -1
Cc1sc(NC(=O)c2ccco2)c(CN2CCN(c3ccc(F)cc3)CC2)c1C | -1 | 0 | -3 | -5 | -1 | -2 | 0.0 | 4 | 3 | -3
Cc1c(C(=O)NC2CCCc3ccccc32)cccc1[N+](=O)[O-] (centres undefined) | 0 | 2 | 3 | -8 | 0 | 6 | -1.2 | -13 | 0 | -3
COc1cc(C(=O)OC(C)C(=O)NCC2CCCCC2)cc(NC(=O)c2ccco2)c1OC (centres undefined) | -15 | -3 | -10 | -14 | 3 | -2 | -1.2 | 0 | -6 | -1

(cont.)
SMILES | ARFGAP1 inh | GC-A act | mABHD4 FP | ASAP1 GAP inh | rCAG binder | GC-B act | PG9 Ab binder | HTRA1 inhibitor | NR1D1 modulator | SMARCA2 activ
COc1ccccc1N1CCN(C2CCCN(C(=O)CCC(C)=O)C2)CC1 (centres undefined) | 2 | -3 | -5 | -5 | -2 | 3 | 0.0 | 5 | 2 | 1
O=C(NCc1cccnc1)C(=O)c1c[nH]c2ccccc12 | 10 | 7 | 0 | -3 | 0 | -3 | 0.4 | -2 | 6 | -2
O=C(CNC(=O)c1ccc2c(c1)OCO2)N/N=C/c1cc(Br)ccc1O | 5 | -4 | 2 | 10 | 9 | -1 | 0.4 | 11 | -1 | 0
CCC(=O)N1CCc2cc(Br)cc(S(=O)(=O)N3CCN(C(=O)c4ccco4)CC3)c21 | 9 | -1 | 2 | -19 | -6 | -6 | -0.3 | -2 | 4 | -1
CC(C)[C@H](NC(=O)c1ccccc1)C(=O)NCCc1ccccc1 | -5 | 0 | 0 | -4 | 0 | 4 | -1.8 | 2 | 2 | -3
Cc1cccc2nc(CSc3nc4ccccc4[nH]3)cn12 | -2 | 0 | 0 | -1 | 1 | 0 | -1.6 | -5 | -2 | 1
CCOc1ccc(S(=O)(=O)N2CCN(C(=O)c3ccco3)CC2)cc1 | -5 | -4 | -5 | 3 | -1 | 1 | -1.0 | 7 | 0 | 0
CCOc1ccc2nc(/N=C/c3nc(-c4ccccc4)oc3O)sc2c1 | -4 | -2 | -4 | -4 | 10 | -2 | -3.0 | -10 | -4 | 2
Cc1cc(C)c(NC(=O)CSc2nc3ccccc3c(=O)n2CCCN2CCOCC2)c(C)c1 | -6 | -2 | 1 | -4 | 0 | 2 | -3.6 | -4 | -7 | -4
Cc1ccccc1CO/N=C/c1[nH]ncc1Br | 5 | -3 | 1 | -3 | -4 | -4 | -0.9 | -9 | 5 | -1
CC(=O)Nc1ccc(NC(=O)CCn2c(=S)oc3ccccc32)cc1 | -2 | -2 | 1 | 6 | 1 | 4 | -2.3 | 4 | -2 | 2
CCOC(=O)c1c2ccccc2[n+]([O-])n1[C@@H](C)C(N)=O | 7 | 2 | 0 | -19 | 0 | 9 | -1.5 | 7 | -1 | 1
COc1ccc(/C=C2\SC(=S)N(CC(=O)NNC(=O)c3ccncc3)C2=O)cc1 | 15 | -7 | -1 | -16 | 2 | 5 | -1.4 | · | 0 | -4
CCCCc1c(-c2ccccc2OC)ncn1Cc1ccc(F)cc1F | 3 | -15 | -13 | -4 | -1 | -11 | 2.4 | · | 0 | -8
CCN(C(=O)CSc1nc2ccccc2n1C)C1CCS(=O)(=O)C1 (centres undefined) | 19 | 0 | 2 | -8 | 5 | 0 | 0.3 | 2 | 0 | -1
O=C(CC1CCCCC1)NCc1ccc(Cl)cc1 | 0 | -4 | 4 | -12 | -5 | 1 | -2.0 | 3 | -5 | 4
Cc1ccccc1N(C(=O)Cc1cccs1)C(C(=O)NC1CCCCC1)c1cn(C)nc1C (centres undefined) | -8 | -2 | -7 | 14 | -3 | -6 | -1.1 | 2 | 1 | 5
N#CC12CCCCC1CC1CCCCC1(C#N)N2CCO (centres undefined) | 19 | -1 | 5 | -2 | -4 | 2 | -1.7 | 10 | 3 | -2
Cc1cc(C)c(NC(=O)c2cccc(NC(=O)c3ccco3)c2)c(C)c1 | -1 | 0 | -8 | 0 | -3 | 8 | -0.6 | 3 | 1 | 0

2 entries from above in another layout:
| canonical_smiles | ARFGAP1 inh | GC-A act | mABHD4 FP | ASAP1 GAP inh | rCAG binder | GC-B act | PG9 Ab binder | HTRA1 inhibitor | NR1D1 modulator | SMARCA2 activ |
| --- | --- | --- | --- | --- | --- | --- | --- | --- | --- | --- |
| Cc1ccccc1N(C(=O)Cc1cccs1)C(C(=O)NC1CCCCC1)c1cn(C)nc1C (centres undefined) | -8 | -2 | -7 | 14 | -3 | -6 | -1.1 | 2 | 1 | 5 |
| N#CC12CCCCC1CC1CCCCC1(C#N)N2CCO (centres undefined) | 19 | -1 | 5 | -2 | -4 | 2 | -1.7 | 10 | 3 | -2 |

Screening results as filed in PubChem.
